mcGAS lum: blocks mouse cGAS activity; Q8C6L5; 160,000 compounds, 0.15% hits; AID 1259399; inhibition, % at 12.5 µM; recombinant cGAS, Kinase-Glo ATP depletion luminescence;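 further: 0% = negative control wells and 100% = reference inhibitor with no enzyme activity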
NPYLR7 ag: mosquito NPYLR7 agonism | AID 1259423 | activation, % at 10 µM | 270,000 compounds, 0.15% hits | HEK293T NPYLR7/Galpha15, GCaMP6s calcium fluorescence; in the data active means activation above about 40%;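 further: 0% = vehicle and 100% = reference agonist at the receptor; some compounds past the cut are filed as inactive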
hcGAS inh: human cGAS inhibition. AID 1259398. inhibition, % at 12.5 µM. 290,000 compounds, 0.081% hits. Q8N884. recombinant h-cGAS, ATP depletion, Kinase-Glo luminescence;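 further: 0% = vehicle reaction and 100% = reaction without DNA for no activity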
Target sequence (Q8N884 whole entry, looked up): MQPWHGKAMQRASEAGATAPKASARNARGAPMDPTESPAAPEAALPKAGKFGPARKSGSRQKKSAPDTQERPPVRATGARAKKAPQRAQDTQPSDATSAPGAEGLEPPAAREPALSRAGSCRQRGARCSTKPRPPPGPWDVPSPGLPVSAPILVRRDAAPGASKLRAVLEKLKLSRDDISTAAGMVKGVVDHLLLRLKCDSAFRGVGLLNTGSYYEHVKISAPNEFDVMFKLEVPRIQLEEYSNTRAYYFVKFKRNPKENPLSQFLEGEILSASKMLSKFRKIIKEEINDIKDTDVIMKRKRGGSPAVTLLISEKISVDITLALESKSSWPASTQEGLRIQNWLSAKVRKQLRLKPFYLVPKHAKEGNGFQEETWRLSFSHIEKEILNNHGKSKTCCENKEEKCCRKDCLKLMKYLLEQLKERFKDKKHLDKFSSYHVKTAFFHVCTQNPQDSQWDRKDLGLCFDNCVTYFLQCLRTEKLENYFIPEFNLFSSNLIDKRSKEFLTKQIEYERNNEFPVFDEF
* hit, by the source's call; nt = no result given. Unless noted, no stated cut-off is given here; in the data, active means inhibition above about 40%; inactive means the rest. Random draw from the library, and some 0.27% of all compounds hit somewhere here.

SMILES	mcGAS lum	NPYLR7 ag	hcGAS inh
O=C(O)c1ccc(CSc2nnc(-c3cccnc3)n2-c2cccc(Cl)c2)cc1	-6	2	-6
CCc1ccccc1NC(=O)Cn1nnc(C(=O)NCCc2ccc(OC)c(OC)c2)c1N	-7	11	-12
CC1(C(=O)Nc2nccs2)CCN1C(=O)C1(c2ccc(Cl)cc2)CC1 (configuration not stated)	-5	4	-6
Cc1ccc(N2C(=O)CC(Sc3ncccc3C(=O)O)C2=O)c([N+](=O)[O-])c1 (configuration not stated)	-5	-7	-4
Cc1ccc(CCNC(=O)N(C)Cc2nc3c(s2)CCCC3)cn1	-7	1	-8
Cc1cc(Cl)ccc1NS(=O)(=O)c1ccc(F)c(F)c1F	nt	0	4
COc1ccc(-c2noc(Cn3ccn4nc(-c5cccs5)cc4c3=O)n2)cc1OC	-1	4	-1
CN1N=C(C(=O)NC2CCCc3c2cnn3-c2ccc(F)cc2F)CCC1=O (configuration not stated)	nt	4	5
O=C(NC1CCCC1)C1CC(=O)N(C2CCCCC2)C1 (configuration not stated)	nt	25	-4
COC(=O)c1ccccc1C=C1N=C(c2ccc(OC)cc2)OC1=O	nt	8	-6
COCc1cccc(C(=O)Nc2ccc(S(=O)(=O)C3CCCC3)cc2)c1	nt	-6	-6
CCOC(=O)c1c(C)[nH]c(C)c1C(=O)COC(=O)CN1C(=O)NC(CC)(CC)C1=O	nt	2	-2
COC(=O)NN=Cc1sc(N2CCCCC2)nc1-c1cccs1	nt	-12	-4
CCc1nc2ccc(C(=O)NCCc3c[nH]c4ccccc34)cn2c1N(C)Cc1nccn1C	-3	-5	-5
O=C(N/N=C/c1ccc(COc2ccc(Br)cc2)o1)c1ccc2c(c1)OCO2	nt	3	2
OC1(c2ccccc2F)CN(c2ccccc2)C2=[N+]1CCCS2 (configuration not stated)	-1	6	0
Cc1ccc(S(=O)(=O)NC(=O)c2ccc(Cl)nc2Cl)cc1	nt	-2	-1
CCc1nc2ccc(C(=O)Nc3cccc(OC)c3)cn2c1N(C)Cc1cccs1	-5	6	-5
COc1ccc(NS(=O)(=O)CCc2ccccc2)cc1S(=O)(=O)N(C)C	nt	-4	4
CCc1c(C)nc(-n2nc(C)cc2NC(=O)c2cccc([N+](=O)[O-])c2C)[nH]c1=O	-7	8	-10
Cc1nc(SCC(=O)NC23CC4CC(CC(C4)C2)C3)c2c3c(sc2n1)CCCC3	nt	2	-8
CCN(Cc1cccc(F)c1)CN1C(=O)NC2(CCC(C)CC2)C1=O (configuration not stated)	-5	16	-20
COC(=O)c1cccc(NC(=O)N2CC(=O)N3CCc4cc(F)ccc4C3C2)c1 (configuration not stated)	-4	7	-6
CCC1CN(Cc2ccncc2)CCC(=O)N1Cc1ccccc1 (configuration not stated)	-1	-2	3
CCCC1=NN(C(C)=O)C(C(=O)NCCN(C(C)C)C(C)C)O1 (configuration not stated)	nt	0	0
O=C(CN1Cc2ccccc2OC(c2ccsc2)C1)N1CCCC1c1nc2ccc(F)cc2[nH]1 (configuration not stated)	-8	11	-5
COc1ccc(CC(=O)Nc2c(C)nc3sc(C)c(C)n3c2=O)cc1OC	nt	19	-8
OCCC1CN(Cc2nc(-c3ccccc3)cs2)CCN1Cc1ccccc1F (configuration not stated)	nt	-5	-9
Cc1ccc(Sc2ncccc2C(=O)NC(C)C)cc1C	nt	-1	-1
Cc1ccc(/C=C/C2=NC(=C\c3cccc(Br)c3)/C(=O)O2)cc1	nt	-1	-3

Results in NPYLR7 ag and mcGAS lum (3 entries from above):
structure | NPYLR7 ag | mcGAS lum
OC1(c2ccccc2F)CN(c2ccccc2)C2=[N+]1CCCS2 (configuration not stated) | 6 | -1
Cc1ccc(S(=O)(=O)NC(=O)c2ccc(Cl)nc2Cl)cc1 | -2 | nt
CCc1nc2ccc(C(=O)Nc3cccc(OC)c3)cn2c1N(C)Cc1cccs1 | 6 | -5

Next structures follow:
SMILES	mcGAS lum	NPYLR7 ag	hcGAS inh
O=C(NCc1ccco1)c1ccc(-c2ccc(C3CCCCC3)cc2)s1	-3	10	1
CC(C)COc1nc(-c2ccc3c(c2)OCO3)n(-c2ccc(NC(=O)c3cc(Cl)cc(Cl)c3)cc2)n1	-7	nt	2
CCCn1cnnc1CNC1CCC2(CCNCC2)CC1	nt	3	-5
COc1ccc(Cl)cc1NC(=O)C1CCCc2ccccc21 (configuration not stated)	nt	4	-18
C=CCOc1ccc(C=C2SC(=S)NC2=O)cc1	3	14	1
Oc1cccc(N=Cc2nc(-c3ccc(Br)cc3)oc2O)c1	3	-4	5
CCOc1ccc(-c2nc(-c3ccc(C)cc3)no2)cc1	-5	-9	-9
COc1ccc(OCc2nc(CSCCc3ccccc3)cs2)cc1	-6	22	-8
CCC(CC)C(=O)N1CCC2(CC1)CN(Cc1c(C)noc1C)CCN2C	-17	4	-4
COc1cc(C=NN2C(=O)CSC2=S)cc(Br)c1O	-2	20	-10
CCC1SC(c2ccccc2Cl)N(CCNC)C1=O (configuration not stated)	-6	5	-4
CCC(C(=O)Nc1nnc(SCc2ccc(C#N)cc2)s1)c1ccccc1 (configuration not stated)	-6	19	-10
CC(c1ccc(F)cc1)N(C)CC(=O)Nc1ccc2c(c1)OCO2 (configuration not stated)	nt	-3	-10
Cc1ccc(CN2CCN(C3CCN(c4ccccc4F)CC3)CC2CCO)o1 (configuration not stated)	-11	19	-10
Cn1c(Cl)cnc1CN1CCCN(C(=O)c2ccc[nH]2)CC1	nt	3	0
CN(CCN1CCCCCC1)C(=O)c1cccc2ccnn12	-16	1	-4
C=CCn1cc(CN(C)Cc2nc(-c3ccncc3)no2)c(C)n1	-2	-5	-5
CCOC(=O)C1CCN(c2ccc([N+](=O)[O-])cc2[N+](=O)[O-])CC1	-4	-3	-3
CCc1ncc(C(=O)N(Cc2ccsc2)CC2CCCO2)cn1 (configuration not stated)	-11	2	-5
Cc1cccc(-c2nc3cccc(C)n3c2NC(C)(C)C)c1	-5	-8	-7
CN1CCc2cc(C(CNC(=O)c3ccc(Br)o3)N(C)C)ccc21 (configuration not stated)	nt	5	-5
CCn1ncnc1-c1nccn1C(C)c1nccs1 (configuration not stated)	nt	0	-9
COc1ccc(OC)c(C2c3cccn3CCCN2Cc2cccc(C(F)(F)F)c2)c1 (configuration not stated)	-6	-11	-4
COc1ccc(C(C)=O)cc1CN1C(=O)C(C)ON=C1c1ccc2c(c1)CCO2 (configuration not stated)	nt	-4	8
CC(=O)Oc1c(-c2ccc(NC(=O)c3ccccc3Cl)cc2)c(-c2cccc(F)c2)nn1-c1ccc(C)cc1	-3	6	-2
Cc1csc(C(OC(=O)c2ccc(Cl)s2)C(F)(F)F)n1 (configuration not stated)	-18	4	-11
Cc1ccsc1CN(C)Cc1nc2ccsc2c(=O)[nH]1	nt	-8	1
COc1cccc(-c2nn(-c3ccccc3)cc2CN(C)Cc2cc(C)[nH]n2)c1	nt	3	-8
Cc1ccc(N2C(=O)c3n[nH]c(C)c3C2c2ccco2)cc1 (configuration not stated)	nt	4	7
CN1C(=O)C2(Nc3cc4ccccc4cc3N2)c2cc(Br)ccc21	-7	6	0
Cc1cc(NC(=O)c2ccccc2F)n(-c2ncnc3c2cnn3-c2ccccc2)n1	-9	4	-7
COc1cc(NC(=O)CCC2CCCN(C(=O)C3=CCCCC3)C2)cc(OC)c1 (configuration not stated)	-2	-1	7
COc1cccc(CNc2nc3cc(-c4cnn(Cc5ccccc5)c4)sc3c(=O)n2C)c1	nt	7	-15
COC(=O)c1ccc(COC(CN2CCN(C(=O)c3cccc(OC)c3)CC2)c2ccc(Cl)cc2)cc1 (configuration not stated)	-6	nt	-3
CCCCN(CC(=O)N(Cc1ccco1)Cc1cccn1C)C(=O)Nc1ccc(Br)cc1	-2	3	-3
CN(CCN1C(=O)CSC1c1ccccc1Cl)C(=O)c1cccs1 (configuration not stated)	-4	2	-4
CCNC(=S)N(CCCOC)Cc1c(-c2ccc(F)cc2)noc1N1CCN(C)CC1	-5	nt	-3
COc1ccc2[nH]c3c(c2c1)CCN(C(=O)/C=C/c1cccc(C(F)(F)F)c1)C3COCc1ccccc1 (configuration not stated)	-9	5	-20
Cc1sc2ncnc(NCC(C)n3cncn3)c2c1C (configuration not stated)	-10	26	-5
Cc1cc(C)c(CN)c(=O)[nH]1	-4	0	-1
CN(Cc1cc(C(C)(C)C)n[nH]1)C(=O)c1cccc(-n2cccn2)c1	-14	9	-8
CN(Cc1ccccc1)C(=O)NCCC(=O)NC1(C#N)CCSC1 (configuration not stated)	nt	-6	3
Cc1nn(C2CCS(=O)(=O)C2)c2nc(-c3ccccc3)cc(C(=O)NCCCc3ccccc3)c12 (configuration not stated)	-11	1	-7
CN(CCCNC(=O)c1ccc(-n2nc(-c3ccc(Cl)c(Cl)c3)cc2N)cc1)c1ccccc1	0	-7	-1
O=c1oc2ccc3ccccc3c2cc1-c1nnc(-c2ccccc2O)o1	nt	-4	-5

Part of the list above, as comma-separated lines.
SMILES,mcGAS lum,NPYLR7 ag,hcGAS inh
COc1ccc(OCc2nc(CSCCc3ccccc3)cs2)cc1,-6,22,-8
O=C(N/N=C/c1ccc(COc2ccc(Br)cc2)o1)c1ccc2c(c1)OCO2,nt,3,2
CCCn1cnnc1CNC1CCC2(CCNCC2)CC1,nt,3,-5
CN(CCN1C(=O)CSC1c1ccccc1Cl)C(=O)c1cccs1 (configuration not stated),-4,2,-4
CC(=O)Oc1c(-c2ccc(NC(=O)c3ccccc3Cl)cc2)c(-c2cccc(F)c2)nn1-c1ccc(C)cc1,-3,6,-2
COc1cc(C=NN2C(=O)CSC2=S)cc(Br)c1O,-2,20,-10

Next records
SMILES	mcGAS lum	NPYLR7 ag	hcGAS inh
CCn1nnc2c(N3CCN(C(=O)C4CC4)CC3)ncnc21	nt	1	-7
Cc1ccc(C(=O)O)cc1-c1ccc(/C=N\n2cnnc2)o1	-5	-6	-6
CCCCOc1ccc(S(=O)(=O)NC(=O)C2(C)CCN2C(=O)c2ccco2)cc1 (configuration not stated)	nt	0	-8
CCC(C(=O)NCCOC)n1c(=O)n(Cc2ccccc2)c(=O)c2ccc(Cl)cc21 (configuration not stated)	-7	7	-1
COCCNC(=O)c1ccc(CSc2nc(N(C)CCc3ccc(OC)c(OC)c3)cc(C(C)(C)C)n2)cc1	-5	2	-1
CCc1nnc(NC(=O)COc2ccc(F)cc2)s1	-4	11	-7
COc1cc(N2CCOc3c(cc(-c4cccs4)cc3OC)C2)ncn1	nt	9	-2
Cc1ccccc1Nc1nn(CN(C)C2CCS(=O)(=O)C2)c(=S)s1 (configuration not stated)	-12	2	-1
CSc1ccc(C(=O)CCC(=O)N2CCC(c3ccc(F)cc3)CC2)cc1	-4	4	-4
COc1ccccc1CCN1CCC(CN(C)C(=O)Cn2cccn2)CC1	nt	-8	2
CC(C)(C)c1ccc(C(=O)N2CCC(C(=O)NCCNC(=O)c3ccccc3)CC2)cc1	-8	nt	-3
COc1cccc(CN2C(=O)C3(SCCN3C(=O)Nc3cccc(F)c3)c3cc(C)ccc32)c1 (configuration not stated)	-3	0	-5
CC(OC(=O)C1CC1c1ccco1)C(=O)Nc1ncccn1 (configuration not stated)	-16	4	-6
O=C(CNC(=O)C1CC1(c1ccccc1)c1ccccc1)NC12CC3CC(CC(C3)C1)C2 (configuration not stated)	-6	17	-6
COc1ccc(N2CN(C(=O)CN(CC(C)C)C(=O)C(C)(C)C)CC2=O)cc1	-4	12	-5
CNC(=O)[C@@]1(OCc2cccc(C(F)(F)F)c2)CC(OCc2cccc(Cl)c2)[C@H](O)[C@H](O)C1 (some centres not stated)	-8	nt	-2
Cc1cc(C)n(-c2ccc(Cl)c(C(=O)NN3C(C)CCCC3C)n2)n1 (configuration not stated)	-1	1	1
CCOC(=O)c1cn(Cc2cc(F)cc(F)c2)nc1S(=O)(=O)N1CCCC(C)C1 (configuration not stated)	nt	-8	7
CCc1nn(C)c(Cl)c1CN1CCN(Cc2ccc(Cl)cc2)CC1	-17	2	-5
CNCC(=O)N(Cc1ccccc1OC)C(C)C	nt	14	-3
COc1ccc2cc(C3CN(Cc4cc(=O)[nH]c(=O)[nH]4)CCO3)ccc2c1 (configuration not stated)	0	-4	2
CCCCOc1ccc(C(=O)Nc2ccc(-n3nc(OCCOCC)nc3-c3ccccc3C)cc2)cc1	-8	29	-4
Cc1nn(CCO)cc1CN1CC(N2CCCCC2C)C1 (configuration not stated)	nt	9	-3
Cc1cc(F)ccc1N1CCC(N2C[C@@H](CN(C)C)[C@@H](CO)C2)CC1	-5	nt	-14
CN(C)c1ccc(C(=O)C=Cc2ccc(O)cc2)cc1	-9	24	-21
O=C(CC(NCCCN1CCOCC1)C(=O)O)Nc1ccc(N=Nc2ccccc2)cc1 (configuration not stated)	-9	-3	-5
Cc1nn(-c2ccccc2)c2nc(CC(C)C)nc(N3CCN(C(=O)c4cc(Cl)cc(Cl)c4)CC3)c12	-5	10	-2
CC1(C)CNC(=O)c2nc(CCn3nccc3C3CC3)[nH]c2C1	nt	-1	0
CN(Cc1ccccc1N1CCCC1)C1=NS(=O)(=O)c2ccccc21	nt	-1	-8
O=C(Nc1ccc(N2CCN(S(=O)(=O)c3ccc(C(F)(F)F)cc3)CC2)nc1)c1ccccc1F	-8	26	-3
O=S(=O)(Nc1cccnc1-n1cccn1)c1cc(F)cc(F)c1	-16	1	-8
O=C(NC1CC1)c1ccc(N2CCc3ccccc3C2)nc1	-7	10	-15
